High-throughput results from PubChem.
TNAP activation fold – stimulation of alkaline phosphatase TNAP activity – biochemical, luminescent, no phosphate acceptor, uHTS, primary screen (AID 1001) | purified TNAP, luminescent activation assay, no phosphate acceptor; higher activation fold means a stronger effect | one-dose activation fold at 20 µM; EC50 in µM for titrated hits | hit rate 0.03% among 200,000; in the data active = activation fold from about 3, or a potency from the dose series; inactive = the rest, 99 in 100 with activation fold below about 1.6; note: many of its hits are not listed in these tables
XIAP antagonists – small molecules displacing peptide from XIAP – biochemical, IAP family, fluorescence polarization (AID 1018) | hit rate 0.007% among 200,000 | XIAP BIR domain, fluorescence polarization peptide displacement; higher % means a stronger effect | displacement, % at 20 µM, or IC50 in µM where a hit was titrated; in the data active = displacement above about 50%; note: a part of the inactive calls stands beside numbers as strong as those of hits
M17LAP inhibition – P. falciparum M17LAP inhibitors, primary screen, biochemical, fluorogenic H-Leu-NHMec substrate, 1536-well (AID 1619); recombinant M17LAP, H-Leu-NHMec fluorogenic kinetic assay; higher % means a stronger effect; inhibition, % at 30 µM; hits with a dose series show IC50 in µM; hit rate 0.38% among 220,000;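 active = compound inhibiting the enzyme by more than half at any dose during confirmatory dose-response retesting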;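 note: plate controls were full reaction with DMSO carrier for no effect and no enzyme background for full effect; strong numbers were not always called active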
human PMI inhibitors – MPI inhibition at elevated mannose 6-phosphate – biochemical, fluorescence intensity, high mannose 6-phosphate, primary screen (AID 1220). recombinant PMI enzyme, coupled fluorescence intensity; higher % means a stronger effect. inhibition, % at 20 µM; hits with a dose series show IC50 in µM. hit rate 0.66% among 190,000
PMI inhibitors – inhibitors of human PMI, primary screen, biochemical, fluorescence intensity, coupled assay (AID 1209). purified PMI enzyme, coupled fluorescence intensity; higher % means a stronger effect. hit rate 0.42% among 190,000. inhibition, % at 20 µM, or IC50 in µM where a hit was titrated;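 note: plate controls were DMSO vehicle for no effect and wells lacking substrate for full effect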
Siah-1 displacement – Siah-1 peptide-binding antagonists, primary screen, biochemical, fluorescence polarization, rhodamine-plectin, uHTS (AID 1817); displacement, % at 20 µM; hits with a dose series show IC50 in µM; hit rate 0.02% among 290,000; Siah-1 / rhodamine-plectin peptide fluorescence polarization; higher % means a stronger effect;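 active = displacement of at least 50% at 20 µM, with a fluorescence ratio check between 0.3 and a set limit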;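 note: plate controls were Siah plus tracer with DMSO for no effect and tracer alone without Siah for full effect; strong numbers were not always called active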
Hep lipid drop – hepatic lipid droplet formation modulation; AML12 mouse hepatocytes, oleate lipid droplets, BODIPY imaging; inhibition, % at 6.5 µM; hit rate 0.4% among 240,000; AID 1656;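 active = lipid droplet intensity inhibited by at least 50%, with more than 500 cells counted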
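Test system: AML12 hepatocytes (mouse); reagent: oleate loading, 100 µM; dosing: one dose, 6.5 µM compound; incubation: overnight exposure; signal: fluorescence imaging, 20x objective, two fields per well; read-out basis: % inhibition of corrected integrated BODIPY droplet signal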
M1AAP inhibition – malaria alanyl aminopeptidase activity blockers – biochemical, fluorogenic H-Leu-NHMec substrate, 1536-well (AID 1445). recombinant M1AAP, H-Leu-NHMec fluorogenic kinetic assay; higher % means a stronger effect. inhibition, % at 30 µM; hits with a dose series show IC50 in µM. hit rate 0.42% among 220,000;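 active = primary inhibition above the hit cutoff, then over 50% inhibition at one or more dose response concentrations, cut at about 23% in these data, passing the limit was not always enough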;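 note: plate controls were DMSO full reaction for no effect and no enzyme background for full effect; strong numbers were not always called active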
K1F lysis inhibition – protection from phage-mediated lysis, alamar blue read-out – E. coli UTI89, K1F phage, bacterial capsule biogenesis inhibitors (AID 488966) | E. coli UTI89 K1F phage lysis, alamar blue, 2 h; higher % means a stronger effect | inhibition, % at 100 µM, or IC50 in µM where a hit was titrated | hit rate 0.02% among 340,000;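 active = phage lysis inhibition, versus mean bacterial control, above a set limit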;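 note: capsule biogenesis inhibitors block K1F phage lysis so surviving cells raise fluorescence; higher fluorescence means more inhibition of phage lysis; actives were called in the ten point dose series up to 300 µM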
Hep lipid drop cells 6.5 µM – also measured in Hep lipid drop; calls as there; cell count; measured here: cell count, cytotoxicity flag;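 cells counted across two imaged fields per well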
The depositor's hits bear a star; / = not tested or not shown; [ ] = dose if it differs, or a comment. Cut-off read from the data, not from the text of the source, unless noted: active = inhibition above about 50%; inactive = the rest.

SMILES	TNAP activation fold	XIAP antagonists	M17LAP inhibition	human PMI inhibitors	PMI inhibitors	Siah-1 displacement	Hep lipid drop	Hep lipid drop cells 6.5 µM	M1AAP inhibition	K1F lysis inhibition
COCCCNC(=O)c1ccc([N+](=O)[O-])cc1	1.2	-4.5%	0%	-3%	-1%	6%	2	641	-3%	0.0%
CCCc1nc2sc3c(=O)n(N)cnc3c2c2c1COC(C)(C)C2	1	-9.7%	1%	3%	10%	3%	1	657	1%	/
O=C(COc1ccc(C(=S)N2CCOCC2)cc1)Nc1ccccc1C(F)(F)F	1	-11%	-7%	-5%	1%	0%	-7	664	-10%	-0.1%
O=C(Cn1nc(-c2cccc([N+](=O)[O-])c2)c2ccccc2c1=O)NCC1CCCO1 (stereo not given)	1.1	-7.7%	0%	2%	-4%	1%	3	669	5%	-0.2%
Cc1cc(NC(=O)CCCC(=O)Nc2ccc(F)cc2)no1	1.2	-2.1%	3%	8%	8%	2%	4	664	2%	-5.4%
O=C(O)c1ccc(N/N=C/c2ccc(-c3ccccc3Cl)o2)cc1	/	/	10%	/	/	0%	9	715	7%	-0.2%
COC(=O)c1cc(NC(=O)CSc2nc(C)cc(=O)[nH]2)cc(C(=O)OC)c1	1	-2.8%	40%	-2%	7%	-2%	0	776	-3%	-0.2%
COc1ccc(C(=O)NCC(=O)OCC(=O)Nc2c(C)n(C)n(-c3ccccc3)c2=O)cc1	1.2	-9.3%	5%	-2%	2%	0%	21	784	-1%	-0.2%
COc1ccccc1N(C)S(=O)(=O)c1ccc(C(=O)OCC(N)=O)cc1	1	-12%	1%	1%	-1%	2%	3	721	-1%	0.3%
O=C(c1cn(-c2ccccc2)nc1-c1ccccc1)n1nnc2ccccc21	1.1	-7.4%	1%	7%	7%	0%	-2	747	0%	4.8%
Cc1cc(NC(=O)c2cc(-c3cccs3)on2)no1	1	-0.7%	-5%	-10%	-3%	0%	/	/	-6%	-1.0%
CN(C)CCCNC(=O)c1cc(Br)ccc1Cl	1.2	-2.0%	-2%	-2%	8%	1%	12	799	12%	0.4%
Cc1csc(=N)n1-c1ccc(Cl)cc1	0.9	-2.6%	10%	4%	0%	2%	/	/	4%	1.3%
CCCCNC(=S)N1CCN(C(c2ccccc2)c2ccccc2)CC1	1.6	-7.8%	10%	-3%	-7%	4%	-1	697	6%	2.7%
COc1ccc2c(c1)N(S(=O)(=O)c1ccccc1)CCC2=O	1.1	-2.9%	12%	1%	-6%	1%	-2	709	-1%	2.5%
CCNC(=O)NC(=O)COc1ccccc1C#N	1	-3.6%	12%	-9%	-16%	-1%	/	/	8%	2.2%
CCC(C)n1cnc2c(c1=O)c1nc3ccccc3nc1n2Cc1ccc2c(c1)OCO2 (stereo not given)	1	0.0%	1%	18%	11%	0%	/	/	0%	/
O=C(CSc1nc2ccccc2c(=O)[nH]1)N1CCCCCC1	1.1	-2.2%	6%	4%	7%	7%	/	/	1%	3.7%
Cc1ccc(S(=O)(=O)NCCc2nnc3ccc(SCC(=O)Nc4nc5ccccc5s4)nn23)cc1	1	-5.3%	-27%	-6%	-6%	-5%	3	357	-6%	/
COc1cc(OC)c(OC)cc1CN1CCN(Cc2ccc(SC)cc2)CC1	1	-4.9%	2%	10%	16%	-4%	10	667	3%	-1.1%
Cc1nc2ccccc2c(=O)n1NC(=O)c1c(O)c2ccccc2n(C)c1=O	1.1	-5.5%	/	7%	15%	2%	-3	622	/	/
CSc1ccccc1NC(=O)c1noc2c1CCC2	1	2.6%	10%	-49%	-19%	-6%	6	497	4%	5.2%
c1ccc(-c2[nH]ncc2-c2nc3ccccc3[nH]2)cc1	1.1	-7.0%	-13%	1%	7%	6%	9	805	-1%	3.4%
NC(=O)CSc1nc(-c2ccccc2Cl)ns1	1	1.3%	-3%	11%	12%	2%	0	684	4%	1.0%
O=C(O)c1ccc(-c2ccccc2C(F)(F)F)o1	1.1	-2.1%	14%	-2%	2%	0%	8	793	6%	3.9%
Cc1nn2c(nc1=O)NNC2(C)C(C)(C)C (stereo not given)	1	-3.7%	-5%	0%	9%	4%	-2	639	-1%	0.1%
NC(=O)CCS(=O)(=O)c1ccccc1	1	-3.9%	-5%	-9%	-9%	4%	/	/	6%	4.6%
CCc1ccc2c(c1)C1(NN=C(c3ccc(C)cc3)S1)C(=O)N2 (stereo not given)	0.5	-0.2%	-9%	28%	2%	6%	4	739	-6%	-9.2%
CC1=C(C)Cc2c(OC(=O)c3ccccc3)ccc(OC(=O)c3ccccc3)c2C1	/	/	10%	/	/	2%	7	419	9%	/
O=C(Cn1cnc2ccccc21)N/N=C/C(Br)=C/c1ccccc1	1	-10%	9%	-3%	8%	18%	2	492	5%	6.6%
CCCc1ccc(C2C3=C(CC(C)(C)CC3=O)NC3=C2C(=O)c2ccccc23)cc1 (stereo not given)	0.9	-4.4%	0%	10%	7%	3%	/	/	11%	-0.2%
Cc1cc(C)n(CCC(=O)N=Nc2c(O)[nH]c3ccccc23)n1	/	/	3%	/	/	10%	-18	674	16%	0.3%
O=C(NNc1ccc(-c2csnn2)cc1)c1cc(Cl)cc(Cl)c1	/	/	-6%	/	/	5%	-1	610	6%	/
Cc1cc(N2CCOCC2)nc(SCC(=O)c2ccc(Cl)cc2)n1	1.1	-2.0%	15%	-4%	-2%	4%	/	/	-2%	0.7%
O=C1c2ccccc2C(=Nc2ccccc2)C1c1cccc(Br)c1 (stereo not given)	0.9	-4.1%	11%	0%	1%	0%	/	/	3%	-21%
O=C(Nc1ccccc1Br)C1CCC(=O)N1Cc1ccccc1Cl (stereo not given)	1.1	-2.4%	-1%	8%	8%	5%	0	705	4%	0.7%
CCOC(=O)c1ccccc1NC(=O)c1cccc2c1C(=O)N(C1CCN(C(=O)OCC)CC1)C2	1.1	-7.8%	-1%	4%	-2%	-3%	/	/	2%	-0.6%
O=C(Nc1ccc(Cl)cc1)NC1CCCC1Cc1ccco1 (stereo not given)	1.3	-4.9%	11%	10%	14%	-4%	-2	701	10%	6.0%
O=C(Cn1c(=O)oc2ccccc21)Nc1nnc(N2CCCCCC2)s1	1.1	0.0%	6%	2%	12%	-2%	/	/	2%	-0.7%
COc1ccccc1-n1c(COc2ccccc2-c2ccccc2)nnc1SCC(=O)c1c(N)n(C)c(=O)n(C)c1=O	1.1	0.1%	0%	16%	11%	5%	2	709	3%	-2.4%
C=CCn1c(N(C)C)nc2c1c(=O)[nH]c(=O)n2C	/	/	7%	/	/	-1%	14	694	-3%	-0.6%
Cn1c(=O)c(NCCO)c2c3c(cccc31)C(=O)c1ccccc1-2	1	96%	27%	12%	18%	47%	8	655	19%	1.0%
CC(Sc1ccc(S(=O)(=O)N2CCOCC2)cc1[N+](=O)[O-])C(=O)O (stereo not given)	1.1	-6.9%	4%	-4%	-7%	-2%	14	694	-6%	-1.0%
COc1cccc(/C=N/n2c(SC)nnc2-c2ccccc2)c1OC	1	-1.2%	-8%	3%	-15%	-4%	/	/	0%	0.5%
O=C(Nc1ccc(Cl)c(S(=O)(=O)Nc2ccccc2Cl)c1)c1cccs1	1	-3.2%	-11%	8%	6%	5%	-3	599	6%	0.8%[50 µM]
Cc1ccc(NC(=O)Cn2nc(C)c3ccccc3c2=O)c(C)c1	1.1	-5.1%	13%	5%	-3%	2%	/	/	-3%	0.4%
NC(=O)c1ccc(C(F)(F)F)n(Cc2cccc(Cl)c2)c1=O	0.9	-3.4%	11%	-6%	-5%	-4%	/	/	10%	2.6%
Cc1cc(NC(=O)CSc2nnc(COc3cccc(C)c3C)n2C)no1	1	-23%	-1%	35%	22%	7%	/	/	7%	6.1%
COc1ccc(NC(=O)Cc2nnc(SCC(=O)Nc3cc(C)ccc3OC)n2C)cc1	1	-8.4%	19%	0%	5%	2%	6	760	2%	0.6%
CC1(C)C/C(=C(/C#N)C(N)=O)CCO1	1.1	-5.6%	-2%	3%	3%	-1%	-4	793	-3%	1.4%

Three entries drawn at random from the list so far:
SMILES	TNAP activation fold	XIAP antagonists	M17LAP inhibition	human PMI inhibitors	PMI inhibitors	Siah-1 displacement	Hep lipid drop	Hep lipid drop cells 6.5 µM	M1AAP inhibition	K1F lysis inhibition
O=C(Nc1ccc(Cl)c(S(=O)(=O)Nc2ccccc2Cl)c1)c1cccs1	1	-3.2%	-11%	8%	6%	5%	-3	599	6%	0.8%[50 µM]
Cn1c(=O)c(NCCO)c2c3c(cccc31)C(=O)c1ccccc1-2	1	96%	27%	12%	18%	47%	8	655	19%	1.0%
Cc1ccc(NC(=O)Cn2nc(C)c3ccccc3c2=O)c(C)c1	1.1	-5.1%	13%	5%	-3%	2%	/	/	-3%	0.4%

Following part:
SMILES	TNAP activation fold	XIAP antagonists	M17LAP inhibition	human PMI inhibitors	PMI inhibitors	Siah-1 displacement	Hep lipid drop	Hep lipid drop cells 6.5 µM	M1AAP inhibition	K1F lysis inhibition
Cc1[nH]n(C)c(=O)c1[N+](=O)[O-]	/	/	6%	/	/	4%	-15	708	5%	0.3%
CCCCNC(=O)Nc1c(C)cc(SC#N)cc1C	1	-2.8%	-2%	6%	-5%	-1%	-27	557	7%	0.1%
O=C(CCNc1n[nH]c(=O)[nH]c1=O)N/N=C/c1ccc(Cl)cc1	1.1	-2.8%	3%	6%	-7%	-3%	24	697	9%	0.1%
C=CCn1cc(C(=O)NCC2CCCO2)c(=O)c2cc(S(=O)(=O)N3CCCCCC3)ccc21 (stereo not given)	1.1	-19%	6%	5%	3%	10%	/	/	4%	0.2%
Cc1ccc(-c2cc(C(=O)N3CCCc4ccccc43)no2)cc1	1.1	-1.3%	1%	5%	4%	-4%	1	714	4%	5.6%
Cc1noc(C)c1C(=O)OCC(=O)c1cc(C)n(Cc2ccccc2Cl)c1C	1	-8.4%	-3%	6%	14%	0%	-32	629	6%	1.2%
CCN(CC)S(=O)(=O)c1ccc(/C=C/C(=O)OCC(=O)Nc2ccc(C(N)=O)cc2)cc1	1.1	-1.7%	1%	-2%	-5%	-2%	14	694	4%	0.1%
Cc1ccc(S(=O)(=O)Nc2ccc3ncccc3c2)cc1	1	-1.1%	8%	12%	10%	-1%	/	/	7%	-0.3%
COc1cc(CCCN2C(=S)NC[C@@H]2Cc2ccccc2)cc(OC)c1OC	1	-7.4%	2%	-1%	6%	4%	2	698	0%	-0.8%
Cc1cc(C)n(/N=C/c2cc([N+](=O)[O-])ccc2O)c(=O)c1	1	-8.1%	10%	10%	8%	3%	-5	703	10%	1.1%
O=[n+]1cc(-c2ccc(F)cc2)n([O-])c2c1CCC2	1.1	-1.7%	-4%	3%	4%	4%	-1	684	10%	6.1%

Compounds were not picked by outcome. Share with any hit: about 1.9%.
